RXFP1 agonist = qHTS Assay for Agonists of the Relaxin Receptor RXFP1; hit rate 0.3% among 370,000; Relaxin receptor 1 (Homo sapiens), Q9HBX9; HEK293T-RXFP1 cAMP TR-FRET, 30 min; response scale: percent of porcine relaxin response, buffer zero; Potency, µM (series often up to 57.5 µM), for the others: at the top dose activation, actives largely listed as activators; further: potency means the concentration at half of the fitted maximal effect; on the % scale 0 is the no-effect control and ±100 the full control effect; nearly all actives have a fitted effect of over 60% in size; many of its hits are not listed in these tables
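HEK293T cells stably expressing RXFP1 were pretreated with the PDE4 inhibitor Ro 20174, exposed to compounds for 30 min at 37C, lysed, and cAMP was read by TR-FRET. Data normalized to buffer (basal) and 29 nM porcine relaxin (100%).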
USP1-UAF1 inh = Inhibitors of USP1/UAF1: Primary Screen; hit rate 0.23% among 390,000; recombinant USP1/UAF1, Ub-Rhodamine cleavage fluorescence; Ubiquitin carboxyl-terminal hydrolase 1 (Homo sapiens), O94782; Potency, µM (top dose mostly 57.1 µM), inactives show at the highest dose activity change, negative = inhibition, usual class: inhibitors; further: potency means the concentration at half of the fitted maximal effect; on the % scale 0 is the no-effect control and ±100 the full control effect; nearly all actives have a fitted effect of over 60% in size; inactives centre near -12
Target sequence (O94782 whole entry, looked up): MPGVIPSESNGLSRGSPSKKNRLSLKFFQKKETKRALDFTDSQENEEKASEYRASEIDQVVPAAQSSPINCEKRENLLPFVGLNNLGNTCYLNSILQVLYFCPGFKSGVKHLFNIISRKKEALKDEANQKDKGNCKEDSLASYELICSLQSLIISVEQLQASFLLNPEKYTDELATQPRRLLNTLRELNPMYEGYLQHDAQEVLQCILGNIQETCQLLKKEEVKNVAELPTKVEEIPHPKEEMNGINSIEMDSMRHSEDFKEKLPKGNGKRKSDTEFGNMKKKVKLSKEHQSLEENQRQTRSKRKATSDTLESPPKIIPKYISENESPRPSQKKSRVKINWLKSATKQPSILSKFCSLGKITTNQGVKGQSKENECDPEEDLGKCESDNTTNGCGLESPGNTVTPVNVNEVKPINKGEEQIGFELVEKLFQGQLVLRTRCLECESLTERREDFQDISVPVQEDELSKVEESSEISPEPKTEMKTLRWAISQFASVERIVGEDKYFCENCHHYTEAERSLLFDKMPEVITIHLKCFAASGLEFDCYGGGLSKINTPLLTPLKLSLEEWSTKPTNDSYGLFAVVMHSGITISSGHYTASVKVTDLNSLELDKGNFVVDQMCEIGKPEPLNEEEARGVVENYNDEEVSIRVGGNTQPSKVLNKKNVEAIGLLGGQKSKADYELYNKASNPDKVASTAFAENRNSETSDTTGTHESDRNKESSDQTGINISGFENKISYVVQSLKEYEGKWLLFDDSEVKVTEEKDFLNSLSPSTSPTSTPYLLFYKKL
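Step one: compound is pinned into 1nM USP1/UAF1 in HEPES pH 7.8 buffer with TCEP. Step two: 15 min room-temperature incubation. Step three: Ub-Rho (150nM final) starts cleavage, tracked by fluorescence over six one-minute reads.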
PI4K2A block = qHTS for small molecular inhibitors of PI4K2A. purified PI4K2A, ADP-Glo luminescence, 1 h; hits give low values. hit rate 0.13% among 420,000. Phosphatidylinositol 4-kinase type 2-alpha (Homo sapiens), Q9BTU6. activity change, negative = inhibition, % at 76.9 µM; in the data active means activity change below about -50%; inconclusive means mostly about -30% to -49%;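 further: -100% = wells without enzyme as full effect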
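ADP-Glo luminescence measured ADP generated by PI4K2A enzyme (4 ug/mL before mixing) with 1.2 mM PI substrate (pre-mix) and 300 microM ATP (pre-mix). Tris pH7.5 buffer with MgCl2, Triton X-100; 1 h reaction at ambient temperature.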
Vif-A3F inh = qHTS for Inhibitors of Vif-A3F Interactions: qHTS | Potency, µM (doses to about 46.1 µM), for inactives: top-dose activity, negative = active | AID 602313, 2012 | hit rate 0.2% among 390,000 | HeLa A3F-eYFP + Vif (tagged APOBEC3F with the HIV-1 protein that degrades it), YFP fluorescence increase; further: potency means the concentration at half of the fitted maximal effect; % of control where 0% means no effect; nearly all actives have a fitted effect of over 65% in size
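HeLa cells stably expressing Vif plus C-terminally eYFP-tagged A3F were seeded, incubated overnight at 37 deg C, dosed with compound, incubated overnight again at 37 deg C. Yellow fluorescence (Ex 488/Em 500-530) reported blocked Vif-mediated A3F-eYFP degradation.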
LDHA block = qHTS assay for inhibitors of human lactate dehydrogenase; purified LDHA, NADH/diaphorase-resazurin fluorescence; hits give low values; activity change, % (values are at about 110 or 230 µM); hit rate 0.15% among 480,000; AID 1347041, 2019; in the data active means activity change below about -30%; inconclusive means mostly about -25% to -30%;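 further: plate controls were DMSO wells for no effect and wells without enzyme for full effect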
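Resorufin fluorescence (ex540/em590), read at 0 and 20 min after diaphorase/resazurin addition, reports the NADH left after a 5 min room-temperature reaction of 2 nM human LDH5 with 0.06 mM NADH and 0.2 mM pyruvate.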
mIDH1 inhibitor = qHTS for Inhibitors of mutant isocitrate dehydrogenase 1 (IDH1): qHTS; Isocitrate dehydrogenase [NADP] cytoplasmic (Homo sapiens), O75874; IDH1-R132H enzyme, NADPH consumption, diaphorase/resazurin fluorescence; Potency, µM (top dose mostly 76.6 µM), inactives show at the highest dose activity change, negative = inhibition, most hits filed as inhibitors; hit rate 0.093% among 390,000; AID 602179, 2012; further: potency means the concentration at half of the fitted maximal effect; on the % scale 0 is the no-effect control and ±100 the full control effect; nearly all actives have a fitted effect of over 65% in size
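IDH1-R132H (0.5 ug/mL dispensed) in pH 7.5 Tris buffer was preincubated 30 min with compound, then given a substrate mix of 0.016 mM NADPH and 2 mM alpha-KG for 80 min at room temperature; remaining NADPH was read by diaphorase/resazurin fluorescence.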
Glioma ERSR ind = qHTS for Inducers of the Endoplasmic Reticulum Stress Response (ERSR) in Human Glioma: qHTS | hit rate 0.02% among 420,000 | U87-MG GRP78 promoter luciferase reporter, 16 h | Potency, µM, without a hit: at the highest dose activation, actives largely listed as activators; further: potency means the concentration at half of the fitted maximal effect; series mostly up to about 76 µM; % of control where 0% means no effect; nearly all actives have a fitted effect of over 35% in size
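ERSR induction read as luciferase luminescence (Bright-Glo, 10 min at room temperature) in stably transfected human U87-MG glioma cells exposed to compounds for 16 h, using GRP78 as sensor.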
Vif-A3G inh = qHTS for Inhibitors of Vif-A3G Interactions: qHTS | HeLa A3G-eYFP + Vif (tagged APOBEC3G with the HIV-1 protein that degrades it), YFP fluorescence, overnight | Potency, µM (top dose mostly 46.1 µM), without a hit: at the highest dose activity, negative = active, usual class: inhibitors | hit rate 0.076% among 410,000 | AID 602310, 2012;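 further: potency means the concentration at half of the fitted maximal effect; on the % scale 0 is the no-effect control and ±100 the full control effect; nearly all actives have a fitted effect of over 60% in size; hits raise eYFP signal because A3G escapes Vif-driven loss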
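Read-out is eYFP fluorescence (Ex 488/Em 500-530) from Vif-expressing HeLa A3G-eYFP cells; more signal means A3G escaped Vif-mediated degradation. Cells plated overnight, compound pinned in, incubated overnight at 37 deg C.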
TrxR1 substrate = qHTS Assay for Substrates of Mammalian Selenoprotein Thioredoxin Reductase 1 (TrxR1): qHTS; Thioredoxin reductase 1, cytoplasmic (Rattus norvegicus), O89049; purified TrxR1 substrate turnover, NADPH consumption readout; Potency, µM (series often up to 114 µM), for inactives: at the top dose activity change, negative = substrate turnover; hit rate 0.01% among 390,000; AID 588456, 2011; further: potency means the concentration at half of the fitted maximal effect; on the % scale 0 is the no-effect control and ±100 the full control effect; nearly all actives have a fitted effect of over 50% in size
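Rat TrxR1, dispensed at 90 nM, was prereduced with 400 uM NADPH (final) for 5 min at ~22 deg C, then incubated with compound 15 min before 400 uM selenite. A first-read NADPH fluorescence drop versus no-compound background flagged substrates.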
Numbers without * were called inactive; ? = inconclusive; · = not tested or not shown; & = joins results of further samples; [ ] = remark or other dose. Unless noted, the call rests on the fitted dose curve; in most records, active means well fitted curve in the direction sought with a large enough effect; inconclusive means small, poorly fitted or top-dose-only effect, or another doubt; inactive means no such curve, though single readings can be large; an effect the other way counts as inactive or inconclusive.

SMILES	RXFP1 agonist	USP1-UAF1 inh	PI4K2A block	Vif-A3F inh	LDHA block	mIDH1 inhibitor	Glioma ERSR ind	Vif-A3G inh	TrxR1 substrate
CCOc1ccccc1NC(=O)N1CCN(Cc2cc(=O)n3nc(-c4ccc(C)cc4)sc3n2)CC1	-0.7%	-10%	-3	-1%	-5	5%	-1%	1%	2%[57.1 µM]
COc1cccc(CNS(=O)(=O)c2ccc3c(c2)CC(C)N3C(=O)C2CCC2)c1 (stereo not drawn)	8.2%&-0.1%	-18%&-23%	-2&-3	-10%&-3%	-2&-6	6%&12%	3%&-3%	4%&-2%	3%&-4%
Cc1ccc(S(=O)(=O)N2CCC(Oc3ccc(-n4cnnn4)cc3)CC2)cc1	0.2%&0.9%	-24%&10%	-2&-1	-2%&7%	-5&-4	-7%&0%	-7%&-2%	-3%&1%	-2%&3%
COc1ccc(CNc2oc(-c3ccccc3)nc2C#N)cc1	3.1%	-5%	2	2%	-1	2%	0%	0%	52%[activator][57.1 µM]
CC(=O)Nc1c(C(=O)c2ccc(F)cc2)oc2ccccc12	6.5%	-23%	1	-11%	-5	-1%	-5%	1%	1%
COc1ccc(-n2nc3c(c2NC(=O)COc2ccccc2)CS(=O)(=O)C3)cc1	-1.8%	-20%	4	2%	-4	2%	-6%	3%	0%
CCN(CC)CCN1C2=C(C(=O)CC(C)(C)C2)C(c2cccc(F)c2)C2=C1CC(C)(C)CC2=O	-0.4%	0%	2	?	0	2%	-4%	0%	85%[activator][57.1 µM]
CCOc1ccc(N(CC(=O)NC2CCCCC2)S(=O)(=O)c2ccc(C)cc2)cc1	4.6%	-14%	2	?	-6	4%	-6%	2%	6%[57.1 µM]
Cc1c(C(=O)Nc2ccc(S(=O)(=O)Nc3ncccn3)cc2)oc2ccccc12	0.3%	-15%	-4	3%	-22	-15%	-4%	-16%	-5%
COc1ccc(-n2ncc3c(N4CCN(Cc5ccccc5)CC4)ncnc32)cc1	4.6%	-14%	-1	9%	3	14%	-8%	-21%	13%
COc1ccc(C2=NC(=O)NC2c2ccc(OC)cc2)cc1 (stereo not drawn)	5.2%	-10%	2	1%	2	2%	-3%	0%	32%[activator]
CC/C(C)=N/NC(=O)c1[nH]c2ccc(C)cc2c1-c1ccccc1	2.7%	-25%	2	-25%	-5	-6%	-7%	?	0%
CCCNC(=O)C1(C)CCN(C(=O)c2ccc(C)c(F)c2)C1 (stereo not drawn)	·	·	-2	·	-8	·	-1%	-8%	·
Cc1ccc(S(=O)(=O)CCNC(=O)Cc2ccccc2)cc1	0.1%	-2%	-2	-3%	-9	-7%	-4%	1%	3%
O=C(COc1ccc(F)cc1)N(Cc1cccc(Br)c1)C1CCS(=O)(=O)C1 (stereo not drawn)	3.5%	-26%	1	3%	1	2%	-2%	3%	1%
C/C(=N/Nc1ccc(C)cc1)C1(C)N(O)C(C)(C)C(c2ccco2)=[N+]1[O-] (stereo not drawn)	0.3%	-11%	6	-3%	-3	8%	-1%	1%	-2%
COCCNc1cc(C)nc2cc(-c3ccc(C)cc3)nn12	0.6%	-15%	2	-8%	-3	9%	10%	-10%	44%
CC1=C(C(=O)OCc2ccccc2)C(c2ccccc2OS(=O)(=O)c2ccc([N+](=O)[O-])cc2)NC(=O)N1CCCC(=O)O (stereo not drawn)	·	-19%	1	-11%	-1	6%	-1%	?	6%[57.1 µM]
COc1ccccc1C(=O)N/C(=C\c1ccc(Br)cc1)C(=O)NCCC(=O)O	-0.6%	-16%	-19	-6%	-10	2%	-4%	0%	-1%
Cc1ccc(CN2CCC(CNC(=O)Nc3ccccc3F)CC2)cc1	-2.0%&0.3%	-10%&-15%	1&-16	-11%&6%	-3&2	23%&0%	-3%&-1%	2%&10%	0%&1%
Nc1nc(-c2ccc(-n3nncc3-c3ccco3)cc2)cs1	1.6%	-4%	-14	-31%	-1	-5%	2%	-9%	-3%
CC(=O)N/C(=C/c1ccc(OS(=O)(=O)c2ccc(C)cc2)cc1)C(=O)Nc1ccc(C(=O)O)cc1	1.6%	-3%	-8	-27%	-6	1%	-2%	-9%	-8%
CC(C)(C)c1ccc(C(=O)Nn2cnnc2)cc1	-4.4%	-16%	0	-20%	-3	-1%	6%	-4%	1%
CC(C)CCNC(=O)c1cnc2sc(N3CCCCC3)nn2c1=O	2.9%	?	1	0%	3	5%	2%	-1%	47%[activator][57.1 µM]
Cc1cccc(OCCCCCN2CCOCC2)c1C	0.1%	-19%	84	-6%	-2	7%	-3%	-10%	11%

(continued)
SMILES	RXFP1 agonist	USP1-UAF1 inh	PI4K2A block	Vif-A3F inh	LDHA block	mIDH1 inhibitor	Glioma ERSR ind	Vif-A3G inh	TrxR1 substrate
Oc1ccccc1CN1CCCN(Cc2ccccc2O)C1	1.9%	-18%	-2	1%	-3	-12%	-7%	0%	-3%
Cc1ccccc1C(=O)Nc1nnc(S(=O)(=O)N(C)Cc2ccccc2)s1	?	-20%	-8	1%	-7	-1%	0%	1%	-4%
O=C(O)c1sc2cc(C(F)(F)F)cnc2c1-c1ccccc1	0.3%	2%	1	·	0	4%	-3%	2%	5%
CCOc1ccc(C2C(C(=O)c3ccc(C)o3)=C(O)C(=O)N2CCCN(CC)CC)cc1 (stereo not drawn)	9.0%	-16%	-4	0%	-1	-4%	-5%	2%	-3%
CCNc1ccc(C(=O)OCC(=O)N(Cc2ccccc2)C(C)(C)C)cc1[N+](=O)[O-]	2.0%	-16%	2	-8%	-2	0%	-1%	-1%	-1%
COc1ccc(C(=O)Nc2cccc(NC(=O)c3ccc(OC)cc3OC)n2)c(OC)c1	·	-14%	-2	-2%	0	-1%	4%	4%	6%
Cc1oc2c(c1C(=O)NCc1ccccc1F)C1=NCCN1C=N2	4.2%	3%	3	1%	-8	12%	-2%	-1%	-9%[57.1 µM]
COc1cc(NS(=O)(=O)c2cccc3nsnc23)c(C(=O)O)cc1OC	-0.2%	-11%	-2	-4%	-3	-4%	-3%	-1%	10%[57.1 µM]
CCc1sc(NC(=O)COC)nc1-c1ccccc1	2.1%	1%	-2	-12%	-2	0%	3%	2%	-3%
CCOc1ccc(Nc2cc(C)c(C#N)c3nc4ccccc4n23)cc1	3.3%	-29%	-4	-6%	1	-3%	0%	-2%	-10%
CCOC(=O)C1CCN(C(=O)c2ccc(NC(=O)C3CCCO3)cc2)CC1 (stereo not drawn)	-0.4%	-12%	0	1%	-6	7%	1%	1%	-5%
CC(C)C(=O)Nc1ccc(S(=O)(=O)Nc2nccc(/C=C/c3ccccc3)n2)cc1	0.7%	-19%	2	-14%	-5	4%	-4%	0%	2%[57.1 µM]
Cc1cc(OCCN2CCOCC2)ccc1Cl	1.1%	-13%	3	-7%	-16	-12%	2%	-1%	-2%
Cc1[nH]n(-c2ccccc2)c(=O)c1C=Nc1ccc(S(N)(=O)=O)cc1	0.0%	-16%	-2	5%	-4	0%	-4%	3%	-5%
CC(=O)Nc1ccc(NC(=O)COc2cccc3c2OC(C)(C)C3)cc1	3.4%	-2%	95	4%	-17	-9%	-3%	-1%	-4%
CCc1ccc(NC(=O)CC2C(=O)N(c3ccc(F)cc3)C(=O)N2Cc2ccc(F)cc2)cc1 (stereo not drawn)	0.4%	2%	-2	7%	-3	-5%	-1%	-2%	4%
COc1ccccc1CNc1nc(-c2ccccc2CO)c2sccc2n1	·	·	-4	·	-8	·	4%	-6%	·
Cc1ccc(C(=O)Nc2ccc(S(=O)(=O)Nc3onc(C)c3C)cc2)cc1	4.9%	1%	-4	·	-10	·	·	·	0%
Cc1ccccc1NC(=S)N(CCN1CCOCC1)Cc1ccccc1F	5.5%	-15%	4	2%	-5	-2%	-6%	7%	12%
O=C1c2ccccc2C(=O)c2cc(S(=O)(=O)Nc3ccccc3)ccc21	8.8%	-22%	4	2%	22	3%	-6%	-15%	-4%
COc1ccc(CNC(=O)CSc2c3c(nc4ccc(Cl)cc24)CCCC3)cc1	?	-19%	2	-9%	-5	-4%	-1%	-3%	5%
COc1ccc(C(=O)C2CCCN(S(=O)(=O)c3cccnc3)C2)c(C)c1 (stereo not drawn)	4.5%	4%	-2	-13%	-9	-2%	-4%	3%	5%[57.1 µM]
NC(=O)C(=O)NCCCN1CCOCC1	-0.3%	-16%	5	2%	-17	-5%	-3%	6%	4%[57.1 µM]
Fc1ccc2nc(C3CCCCN3Cc3nc(CC4CC4)no3)[nH]c2c1 (stereo not drawn)	-2.2%	-14%	-5	-11%	16	-12%	5%	1%	-4%

Assay outcomes from PubChem.

Only part of the results is shown. The share of hits here may be higher or lower than overall.
